CASP6 VEID inh = caspase-6 (human) enzyme inhibition; P55212; purified caspase-6, Z-VEID-R110 cleavage fluorescence; inhibition, % at 12.5 µM; 350,000 tested, 0.53% active;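 active = mean inhibition across replicates at least about 35%, with every replicate also reaching that limit, limit read from the data; inconclusive = only one of the two criteria met; inactive = neither criterion met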;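 note: 0% = median of neutral control wells and 100% = no fluorescence left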
Xi reactivation = X-chromosome reactivation activator | XiGFP mouse fibroblasts, % GFP-positive cells imaging, 3 d; cells co-treated with 5-aza-dC sensitizer; scaled so ellipticine positive control = 100% | activation, % at 7.58 µM | 360,000 tested, 0.055% active | AID 743238;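 active = mean normalized replicate activation at least 10% and every replicate at or above 10%; inconclusive = only one of the two criteria met; inactive = mean below 10% and not all replicates reach 10%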;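 note: 0% = median of on-plate neutral control wells and 100% = ellipticine 6 µM median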
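Assay system – SV40-immortalized XiGFP fibroblast cells, line 68-5-11 · Buffer or medium – DMEM supplemented with 5-aza-dC as sensitizing agent · Dosing – one concentration, pinned · Benchmarks – positive control ellipticine, 6 µM final · Times – 3 days compound exposure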
RAD52 anneal inh = RAD52 (human) annealing inhibition | P43351 | recombinant RAD52 DNA annealing, FRET fluorescence | inhibition, % at 18.7 µM | 360,000 tested, 0.46% active | AID 651710;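 active = every replicate showing at least 50% inhibition; inconclusive = mean inhibition at least 50% but not in every replicate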
Target sequence (P43351 whole entry, looked up): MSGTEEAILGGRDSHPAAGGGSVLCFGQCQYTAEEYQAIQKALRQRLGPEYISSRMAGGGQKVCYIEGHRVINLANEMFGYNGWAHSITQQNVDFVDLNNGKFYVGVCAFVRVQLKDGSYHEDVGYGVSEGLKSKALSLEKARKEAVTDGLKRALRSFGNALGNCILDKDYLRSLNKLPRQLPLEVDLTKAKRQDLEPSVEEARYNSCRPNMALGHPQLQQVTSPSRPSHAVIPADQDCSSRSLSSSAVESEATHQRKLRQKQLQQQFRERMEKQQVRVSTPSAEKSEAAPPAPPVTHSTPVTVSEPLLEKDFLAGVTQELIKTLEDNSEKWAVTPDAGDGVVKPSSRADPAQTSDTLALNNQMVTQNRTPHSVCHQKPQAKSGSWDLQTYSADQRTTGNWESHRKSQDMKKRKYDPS
DENV2 CPE = protects cells from dengue virus 2 cytopathic effect | DENV2-infected cells, cytopathic effect rescue, plate reader | CPE inhibition, % at 9.99 µM | 350,000 tested, 1.7% active; in the data active = CPE inhibition above about 20%, passing the limit was not always enough; inconclusive = no clear call, values can overlap the other calls; tested in BHK-21 cells;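 note: 0% = median of neutral control wells and 100% = median of positive control wells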
F508del corr = correctors of CFTR F508del function in bronchial epithelial cells; CFBE cells, YFP halide quenching; stimulated with forskolin plus potentiator P3; % fluorescence drop versus neutral controls; activity (quench increase), % at 7.58 µM; 350,000 tested, 0.36% active; AID 720511;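 active = mean added fluorescence quench of at least 8% versus neutral control, with both replicates also reaching 8%; inconclusive = only one of the mean or replicate conditions met; inactive = mean below 8% and not both replicates reaching 8%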;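 note: cells transiently co-express mutant CFTR-F508del with the halide-sensitive YFP; corrector assay measuring rescue of mutant channel to the surface after 24 h compound exposure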
RAD54 branch = inhibitors of human RAD54 branch migration. RAD54 Holliday junction branch migration, FAM/BHQ fluorescence. inhibition, % at 10.4 µM. 360,000 tested, 0.14% active;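 active = mean normalized replicate activity at least 40 and at least half of replicates scoring 40 or more; inconclusive = only one of the two criteria met; inactive = mean below 40 and under half of replicates reaching 40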;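 note: 0% = median of neutral control wells and 100% = median of positive control wells; inhibitors cause a drop in the FAM fluorescence signal; in these data hits start at about 50%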
GSIS activator = primary screen for activators of insulin secretion dependent on glucose, INS-1E cells, GLuc reporter luminescence; 370,000 tested, 0.61% active; AID 743287; activation, % at 16.6 µM; INS-1E GLuc reporter insulin secretion, 2-3 h;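 active = lowest replicate activation of at least 40%, so every replicate reaches that level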;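 note: 0% = median of neutral control wells and 100% = median of IBMX positive control wells; some compounds called inactive have numbers as strong as hits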
E-selectin induc = induces E-selectin expression in human endothelial cells | 260,000 tested, 0.37% active | HUVEC E-selectin immunofluorescence imaging; normalized: neutral wells 0, TNF-alpha wells 100 | P16581 | activation, % at 7.58 µM | AID 686992;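 active = mean E-selectin-positive cell signal at least 10% of the positive control, reached in at least 60% of replicates, without over 20% cell loss; inconclusive = no rule given, readout overlaps actives, possibly toxicity-flagged; inactive = the rest, including those meeting only one limit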;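 note: in these data hits start at about 27%; measured in HUVEC primary endothelial cells; signal is the percent of cells scored E-selectin positive by PE staining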
Target sequence (P16581 whole entry, looked up): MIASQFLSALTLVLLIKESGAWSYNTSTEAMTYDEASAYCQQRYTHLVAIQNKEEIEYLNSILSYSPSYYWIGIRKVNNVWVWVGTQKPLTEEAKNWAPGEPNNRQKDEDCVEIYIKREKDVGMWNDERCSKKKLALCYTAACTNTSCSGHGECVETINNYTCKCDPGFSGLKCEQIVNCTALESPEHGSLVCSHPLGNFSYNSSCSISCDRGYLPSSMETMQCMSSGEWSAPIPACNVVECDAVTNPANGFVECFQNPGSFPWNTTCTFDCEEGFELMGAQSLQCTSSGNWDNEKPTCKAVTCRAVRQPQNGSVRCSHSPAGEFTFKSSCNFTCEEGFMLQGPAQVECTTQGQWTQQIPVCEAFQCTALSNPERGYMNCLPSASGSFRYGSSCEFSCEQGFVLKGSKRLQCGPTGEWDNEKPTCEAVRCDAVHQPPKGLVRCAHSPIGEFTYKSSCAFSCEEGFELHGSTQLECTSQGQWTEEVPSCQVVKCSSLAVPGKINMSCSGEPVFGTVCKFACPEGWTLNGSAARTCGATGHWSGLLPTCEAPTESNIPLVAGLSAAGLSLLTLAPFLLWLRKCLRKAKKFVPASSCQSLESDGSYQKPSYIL
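Test system: HUVEC | Signal: Immunofluorescence imaging | Read-out: Percent E-selectin-positive cells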
* hit, by the source's call; ? = inconclusive; . = not tested or not shown.

SMILES | CASP6 VEID inh | Xi reactivation | RAD52 anneal inh | DENV2 CPE | F508del corr | RAD54 branch | GSIS activator | E-selectin induc
CC(C)N(Cc1ccccc1)S(=O)(=O)c1ccc(-n2cccn2)cc1 | 0 | 0.1 | -9 | -4 | -4.9 | -9 | . | -0.2
COc1ccc(CN(C)C[C@@H]2Oc3ccc(NC(=O)Nc4ccccc4)cc3CC(=O)N([C@H](C)CO)C[C@H]2C)cc1 | 2 | 0.8 | -15 | -13 | -1.2 | 8 | -17 | -0.1
COc1ccc(CCNC(=O)c2c(-c3ccccc3)noc2C)cc1OC | -7 | . | 0 | -3 | -2.1 | 5 | 11 | .
CN(C)CCNC(=O)c1ccc(CS(=O)(=O)c2c(Cl)cccc2Cl)o1 | -48 | 0.2 | -12 | -7 | -1.7 | -8 | 21 | .
O=C(Nc1nnc([C@@H]2C[C@H](O)[C@@H](CO)O2)s1)NC1CCCCC1 | 11 | 0.0 | 6 | 2 | 2.0 | 7 | 21 | 2.0
Oc1cc(O)c2c(c1)O[C@H](c1ccc(O)c(O)c1)[C@H](O)C2 | . | 0.0 | . | . | -0.9 | -1 | 11 | 1.2
C/C(=N\Nc1nc(N2CCOCC2)nc(N2CCOCC2)n1)c1cccs1 | -2 | 0.0 | -11 | -2 | 0.0 | . | 2 | .
CCC(=O)N(C)C[C@H]1Oc2ncc(C#C[C@H](C)O)cc2C(=O)N([C@H](C)CO)C[C@H]1C | 1 | -0.6 | -5 | -7 | -1.0 | 8 | 22 | -0.1
CC(=O)Oc1cccc(Nc2ncnc3ccccc23)c1 | -1 | 0.3 | -7 | -2 | 1.3 | -1 | 20 | 0.1
COc1ccc([Si](C)(C)[C@@H]2[C@@H](CCO)O[C@]3(C(=O)N(Cc4cccc(NC(C)=O)c4)c4ccccc43)[C@H]2C)cc1 | 1 | . | 11 | -11 | 0.5 | 2 | . | .
CC(C)c1onc(C(=O)Nc2cccc(O)c2)c1[N+](=O)[O-] | -4 | 0.5 | -14 | -1 | 1.9 | . | 2 | 3.3
COc1ccc(N2CCN(CCCn3ccc(NC(=O)OCc4ccccc4)nc3=O)CC2)cc1 | -1 | 0.3 | -4 | -8 | 0.6 | 6 | 1 | -0.2
COc1ccc(OCC(=O)Nc2ccc3c(c2)CCC3)cc1 | 0 | 0.0 | -17 | ? | 2.1 | -3 | . | .
CC1(c2ccc3c(c2)OCCCO3)NC(=O)N(CC(=O)NCCc2ccccc2)C1=O (centres undefined) | 2 | 0.0 | -13 | -3 | 1.8 | 0 | -4 | -0.4
CN1C[C@H]2CON(C)[C@H]2C[C@H]1c1cccc(N2CCOCC2)c1 | . | 0.0 | 4 | -3 | 0.8 | -1 | 4 | 2.9
Cc1ccc(N2C(=O)/C(=C/c3cccnc3)SC2=S)cc1 | 3 | -0.1 | -17 | -7 | 0.6 | . | 0 | -2.4
CC(Oc1ccccc1)C(=O)NC1C(=O)N2C1SC(C)(C)C2C(=O)O (centres undefined) | 1 | 0.2 | -17 | . | 4.7 | . | 5 | 0.7
CC(=O)Oc1ccc(C(=O)Nc2ccccc2NC(=O)c2ccc(OC(C)=O)cc2)cc1 | 1 | 0.3 | -21 | 1 | 0.4 | 10 | 16 | 0.0
CN(Cc1ccco1)C(=O)CN1C(=O)NC2(CCCC2)C1=O | 4 | 0.0 | -1 | 15 | 1.6 | 3 | 7 | -0.7
O=C(C[C@H]1CC[C@H]2[C@@H](COC[C@@H](O)CN2S(=O)(=O)c2ccccc2)O1)NCCN1CCCCC1 | 3 | 0.0 | 0 | 0 | -1.2 | -1 | 7 | 0.0
O=C(OCc1ccccc1)N1CCC2CC1c1cc(-c3ccc4c(c3)OCO4)ccc12 (centres undefined) | 0 | 0.0 | 1 | 10 | 0.2 | -6 | . | 1.0
CCN(CC(=O)NCc1ccc(F)cc1)CC(=O)Nc1ccccc1-c1ccccc1 | 2 | 0.0 | -19 | 9 | -1.3 | 3 | -30 | 0.5
O=C(C[C@H]1C[C@H]2c3cc(NC(=O)c4ccc5c(c4)OCO5)ccc3O[C@H]2[C@@H](CO)O1)NCCc1ccccc1 | -2 | -0.1 | 5 | 0 | -3.6 | -6 | 25 | 0.5
COc1ccc(C(=O)NC(=S)N2CC(C)OC(C)C2)cc1 (centres undefined) | 3 | -0.1 | -1 | -7 | -1.9 | . | 11 | -1.1
Cc1ccc(S(=O)(=O)N(C)C[C@H]2Oc3c(NC(=O)Nc4ccc5c(c4)OCO5)cccc3C(=O)N([C@@H](C)CO)C[C@H]2C)cc1 | -2 | -1.1 | 30 | 1 | 1.4 | -7 | -3 | 0.0
(more compounds)
SMILES | CASP6 VEID inh | Xi reactivation | RAD52 anneal inh | DENV2 CPE | F508del corr | RAD54 branch | GSIS activator | E-selectin induc
CS(=O)(=O)c1ccc(-c2sc3ccccc3c2C#CCCO)cc1 | -2 | 0.0 | -14 | 7 | 1.7 | 5 | 13 | 0.0
O=C(/C=C/Nc1ccc(F)cc1F)c1ccco1 | -2 | 0.0 | -9 | 5 | -1.4 | . | -1 | .
COc1ccc(CC2(CO)CCN(C(C)COc3ccccc3)CC2)cc1 (centres undefined) | 3 | 0.0 | 2 | 6 | 0.8 | . | -10 | .
CN(C(=O)c1ccc(NC(=O)Cc2ccc(NC(=O)C3CCN(C(=O)C4CC4)CC3)cc2)cc1)C1CC1 | 0 | 0.0 | -4 | -6 | 1.3 | -5 | -1 | .
C[C@H](CO)N1C[C@H](C)[C@H](CN(C)S(=O)(=O)c2ccccc2)Oc2ccc(NS(=O)(=O)c3ccc(Cl)cc3)cc2CC1=O | 1 | 0.0 | 5 | -2 | -0.1 | -5 | -16 | 0.6
Cc1ccccc1S(=O)(=O)N1[C@H](CO)[C@H](c2ccccc2)[C@@H]1C#N | -3 | 0.0 | -14 | -1 | -0.1 | 9 | 13 | -0.3
COc1ccc(CNC(=O)c2cc(C(C)=O)c[nH]2)cc1 | 0 | 0.1 | -4 | 14 | 1.9 | -13 | 6 | .
Cc1ccccc1-c1cc(C(=O)NCc2ccco2)nn1CC1CC(c2cccc([N+](=O)[O-])c2)=NO1 (centres undefined) | -2 | 0.0 | -12 | -10 | 3.2 | 5 | -9 | -0.1
CN(Cc1ccccc1)C(=O)c1ccc(S(=O)(=O)N(C)c2ccccc2)cc1 | -1 | 0.0 | -12 | -7 | -0.5 | 2 | -39 | .
Cc1nc(SCC(=O)N(C)C2(C#N)CCCCC2)c2ccccc2n1 | 2 | 0.3 | -398 | -2 | -1.7 | -4 | . | -0.6
COc1cc(CC(=O)Nc2cc(S(=O)(=O)N3CCOCC3)ccc2N2CCCC2)cc(OC)c1OC | 2 | 0.2 | -14 | 10 | -0.7 | -3 | . | 2.0
C/C(=N\Nc1nc(-c2ccccc2O)nc2ccccc12)c1ccccc1 | -2 | 0.0 | -26 | 15 | -1.6 | . | -3 | 0.6
CCOC(=O)N1CCN(Cc2nnc(-c3ccccc3C)o2)CC1 | 8 | 0.0 | -16 | -4 | 0.5 | -6 | 6 | 0.0
CNS(=O)(=O)c1cccc(C(=O)OCC(=O)c2ccc(S(=O)(=O)N3CCCCC3)cc2)c1 | 3 | 0.0 | -31 | -4 | -0.5 | 6 | -2 | 2.2
Cc1ccc(/C=N\NC(=O)Cc2noc3ccccc23)cc1 | 1 | 0.0 | 2 | -2 | -1.2 | -12 | -4 | .
COc1ccc(N2CCN(C(=O)COC(=O)Cc3cccc(OC)c3)CC2)cc1 | 6 | -0.1 | 8 | 0 | -0.4 | . | 6 | .
OCCC1CN(Cc2c(F)cccc2Cl)CCN1C1CCCCC1 (centres undefined) | -5 | 0.3 | -16 | 3 | -0.7 | -10 | 6 | 0.4
CCCS(=O)(=O)NC(=O)C1(C)CCCN(C(=O)C2(c3ccc(Cl)cc3)CCCC2)C1 (centres undefined) | -1 | -0.1 | -9 | -2 | -0.6 | -32 | . | .
COC(=O)C[C@H]1CC[C@H]2[C@@H](COc3ccc(NC(=O)Nc4cc(C)cc(C)c4)cc3C(=O)N2C)O1 | 0 | 0.0 | 7 | -6 | . | -5 | -11 | 0.1
C[C@H]1CN([C@@H](C)CO)C(=O)Cc2cc(NC(=O)Cn3cnnn3)ccc2O[C@H]1CN(C)CC1CC1 | -1 | 0.1 | -6 | -2 | -2.8 | -2 | 7 | 0.0
O=S1(=O)N[C@H](Cc2ccccc2)COc2cc(N3CCOCC3)ccc21 | -1 | 0.3 | 1 | -3 | 3.5 | . | 2 | 0.4
O=S(=O)(N[C@H]1CC[C@H](CCn2cc(Cc3ccccc3)nn2)O[C@@H]1CO)c1ccccc1F | 0 | 0.0 | -2 | 5 | -0.6 | 0 | -6 | 0.1
C[C@@H]1CN([C@H](C)CO)S(=O)(=O)c2ccc(C#Cc3ccccc3)cc2O[C@H]1CN(C)S(=O)(=O)c1ccccc1F | -4 | -0.4 | -8 | -6 | 2.7 | -6 | 11 | -0.1
Cc1c2cnn(CC(=O)NCCN3CCOCC3)c(=O)c2c(C)n1Cc1ccc(F)cc1 | -1 | 0.3 | -4 | 1 | -1.7 | 8 | . | 0.0
Cc1noc(C)c1NC(=O)Nc1ccc2c(c1)C(=O)N([C@@H](C)CO)C[C@H](C)[C@@H](CN(C)Cc1ccncc1)OCCCC[C@H](C)O2 | 0 | 0.3 | 6 | 3 | -1.4 | 3 | 38 | -0.3
Later entries:
SMILES | CASP6 VEID inh | Xi reactivation | RAD52 anneal inh | DENV2 CPE | F508del corr | RAD54 branch | GSIS activator | E-selectin induc
c1cnc(-c2noc(CN3CCN(C4C5CC6CC(C5)CC4C6)CC3)n2)cn1 (centres undefined) | 0 | -0.1 | -3 | 11 | -0.4 | . | 3 | .
CC(=O)N(C)C[C@H]1Oc2ncc(C#Cc3cccnc3)cc2C(=O)N([C@@H](C)CO)C[C@H]1C | -1 | -0.9 | 9 | 1 | -1.1 | 9 | 13 | 0.3
CS(=O)(=O)N(CC(=O)Nc1cccc(F)c1)Cc1ccccc1 | -2 | . | -23 | -3 | -2.2 | -7 | -20 | .
Cc1ccc(Cn2ccsc2=NC(=O)COC(=O)C(C)C)cc1 | 0 | 0.1 | -7 | 13 | -0.9 | -5 | -48 | .
COc1cc2cc(Oc3ccc4ccc(=O)oc4c3)c(=O)oc2cc1O[C@@H]1O[C@H](CO)[C@@H](O)[C@H](O)[C@H]1O | . | 0.0 | . | . | 1.1 | 9 | 7 | 0.0
Cc1ccc(S(=O)(=O)Nc2ccccc2C(=O)N2CCCC2)cc1 | 3 | 0.0 | -9 | ? | 0.5 | 10 | 6 | 0.3
COc1ccc(C(=O)c2c(NC(C)=O)sc3c2CCN(C(=O)OC(C)(C)C)C3)cc1 | -4 | 0.2 | -9 | 5 | . | 5 | -2 | .
COC(=O)[C@]12CCCCC=C1N(CCC1=CCCCC1)C(=O)[C@H](CC(=O)NCc1cccc(C(F)(F)F)c1)C2 | -1 | 0.2 | 4 | 51* | 1.4 | . | -14 | 0.0
Nc1nc2ccc(NC(=O)c3ccco3)cc2s1 | 1 | 0.3 | -16 | -5 | -4.9 | 4 | 8 | 1.0

Assay outcomes: PubChem, Broad Institute

Compounds were not picked by outcome; about 3.7% have a hit in one of these screens.
